FEN1 inhibitor – qHTS Assay for the Inhibitors of Human Flap endonuclease 1 (FEN1); actives 0.35% (n = 390,000); Potency, µM (titrated, usually from 114 µM), inactives show at the top dose activity change, negative = inhibition, usual class: inhibitors; Recombinant FEN1 flap cleavage, fluorescence, 15 min; note: nearly all actives have a fitted effect of over 65% in size
Target sequence (P39748 whole entry, looked up): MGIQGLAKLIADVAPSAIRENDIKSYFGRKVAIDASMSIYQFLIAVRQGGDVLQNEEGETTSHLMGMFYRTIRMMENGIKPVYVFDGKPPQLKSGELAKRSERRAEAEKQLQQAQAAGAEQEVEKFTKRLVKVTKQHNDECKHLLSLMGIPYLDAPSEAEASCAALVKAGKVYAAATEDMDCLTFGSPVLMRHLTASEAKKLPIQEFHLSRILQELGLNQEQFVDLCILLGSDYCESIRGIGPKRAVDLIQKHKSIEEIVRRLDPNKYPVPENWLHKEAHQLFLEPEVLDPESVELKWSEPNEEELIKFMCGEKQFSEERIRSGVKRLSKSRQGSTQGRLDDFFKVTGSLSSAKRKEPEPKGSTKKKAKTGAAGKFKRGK
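Potency values derive from four-parameter Hill fits of normalized qHTS data. The reaction used 10 nM FEN1 preincubated 15 min at room temperature with compound, then 50 nM DNA substrate, read at 0 and 15 min.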
DT40 TDP1 CPT – qHTS for Inhibitors of human tyrosyl-DNA phosphodiesterase 1 (TDP1): qHTS in cells in presence of CPT; chicken DT40 Tdp1-/-;hTDP1 cells + 20 nM CPT, ATP luminescence, 48 h; Potency, µM (highest dose often 46.2 µM), for the others: at the top dose activity change, negative = growth inhibition, usual class: inhibitors; actives 12% (n = 420,000); AID 686979, 2013; note: nearly all actives have a fitted effect of over 55% in size
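Cell growth measured by CellTiter-Glo luminescence after a minimum 48 h, 37 C compound exposure with 20 nM CPT in Tdp1-knockout DT40 cells stably expressing hTDP1, seeded 400/well; qHTS titration format.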
KAT2A inh – qHTS Assay for Inhibitors of GCN5L2; Histone acetyltransferase KAT2A (Homo sapiens), Q92830; GCN5L2 HAT assay, ThioGlo1 CoA-SH fluorescence; Potency, µM (series often up to 58.9 µM), inactives show at the top dose activity change, negative = inhibition, actives largely listed as inhibitors; actives 0.21% (n = 390,000)
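qHTS, 1536-well. 20nM enzyme, pH 7.5 HEPES/EDTA/Tween-20 buffer; 15 min compound preinc., RT. Start: 75uM H3(1-25), 70uM AcCoA, 50uM ThioGlo1. Read Ex340/Em540 at t=0 (autofluorescence flag) and t=20 min.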
Active calls of the source: *; u = inconclusive; x = no result given. Calls come from the whole dose curve; as a rule, active = well fitted curve in the direction sought with a large enough effect; inconclusive = small, poorly fitted or top-dose-only effect, or another doubt; inactive = no such curve, though single readings can be large; an effect the other way counts as inactive or inconclusive. % is set by controls: 0 for no effect and ±100 for the full control effect; potency is the fitted concentration of half-maximal effect.

Each structure is followed by: FEN1 inhibitor | DT40 TDP1 CPT | KAT2A inh
(1) O=C(NCCc1ccccc1)c1ccc(S(=O)(=O)N2CCCC2)cc1
  20% | -1% | -3%
(2) Cc1onc(-c2c(F)cccc2Cl)c1C(=O)NC1CCSC1=O (stereo unspecified)
  -15% | -3% | 0%
(3) CN(C)c1ccc(/C=N/NC(=O)c2ccc(Cl)cc2)cc1
  -2% | -3% | -5%
(4) CCN(CC(=O)NCc1cccs1)C(=O)CCC(=O)c1ccc(C)cc1
  8% | 7% | -2%
(5) Cc1ccc(C(=O)CCC(=O)OCC(=O)Nc2nnc(-c3ccccc3)o2)cc1
  1% | -6% | 1%
(6) Cc1nc2c(nnn2Cc2ccccc2Cl)c(=O)[nH]1
  0% | -6% | -13%
(7) CCCCCCCNC(=O)C1(CC2CC(c3ccccc3)=NO2)CCN(C(=O)c2ccccc2)CC1 (stereo unspecified)
  -19% | u | -11%
(8) Cc1ccc(-c2cn3c(n2)sc2cc(C(=O)NCc4cccs4)ccc23)cc1
  6% | 15µM* | -8%
(9) O=C(CCC(=O)N1CCOCC1)Nc1ccc(Cl)c(Cl)c1
  2% | -4% | -4%
(10) CCCCc1ccc(NC(=O)CN(C)CC(=O)Nc2ccccc2Cl)cc1
  -21% | u | -13%
(11) CCOc1ccc2cc(S(=O)(=O)N3CCN(C)CC3)ccc2c1
  -1% | u | -2%
(12) CCCCNS(=O)(=O)CCNCc1ccc(OC)cc1
  14% | -22% | -4%
(13) COc1ccc(NC(=O)Cn2c(=O)n(CC(=O)NCc3ccco3)c(=O)c3ccccc32)cc1
  0% | -11% | -2%
(14) CCCc1nc2scc(-c3ccccc3)c2c(=O)n1N
  17% | -29% | -2%
(15) CCCn1c2ccccc2c2cnn(CC(=O)N3CCN(c4ccccc4)CC3)c(=O)c21
  -18% | u | -3%
(16) O=c1cc(CN2CCN(S(=O)(=O)c3ccc(Cl)cc3)CC2)nc2sc(-c3ccccc3F)nn12
  4% | -11% | 2%
(17) C=C(C)/C=N/NC(=S)Nc1ccc(S(=O)(=O)N2CCOCC2)cc1
  -17% | 0% | -3%
(18) Cc1cccc(OCC(=O)NCC(c2ccco2)N2CCCC2)c1 (stereo unspecified)
  -10% | -4% | -2%
(19) CCOc1ccc(C(=O)NCCC2=CCCCC2)cc1OCC
  -3% | -12% | 2%
(20) Cc1ccc(NC(=O)c2ccc(CSc3ccccn3)cc2)cc1
  -7% | u | -27%
(21) CNCC(O)CN(c1ccccc1)c1ccccc1 (stereo unspecified)
  0% | u | 8%
(22) CCOc1ccccc1OCC(=O)Nc1ccc(N2CCOCC2)cc1N1CCOCC1
  -7% | -13% | 0%
(23) O=C(NCCN1CCN(c2ccc([N+](=O)[O-])cc2)CC1)NCc1ccccc1
  16% | u | 0%
(24) C[C@@H]1COC(=O)[C@H](Cc2ccc(F)cc2)CC/C=C\C[C@@H](CC(=O)NCCO)C(=O)N1
  19% | 1% | -3%
(25) CCOc1ccc(/C(O)=C2\C(=O)C(=O)N(CCN(C)C)C2c2cccc(OC)c2OC)cc1Cl (stereo unspecified)
  -11% | -22% | -13%
(26) COc1ccccc1S(=O)(=O)Cc1ccc(C(=O)NCC2CCCO2)o1 (stereo unspecified)
  -10% | 5% | -5%
(27) Cc1ccc(-c2noc(CNC(=O)c3ccc(C)c(Cl)c3)n2)cc1
  5% | u | -10%
(28) C[C@@H](C(=O)Nc1nc2ccc(F)cc2s1)N1C(=O)C2CC=CCC2C1=O (stereo partly specified)
  -17% | 8% | -11%
(29) NS(=O)(=O)c1cc2c(cc1Cl)NC(CC1CCCC1)NS2(=O)=O (stereo unspecified)
  -6% | 9% | -1%
(30) CCCn1c(CC)nc([N+](=O)[O-])c1Sc1ccc(F)cc1
  -8% | u | -7%

Sorted by heavy-atom count (ascending): some entries from above.
Each structure is followed by: FEN1 inhibitor | DT40 TDP1 CPT | KAT2A inh
(3) CN(C)c1ccc(/C=N/NC(=O)c2ccc(Cl)cc2)cc1
  -2% | -3% | -5%
(11) CCOc1ccc2cc(S(=O)(=O)N3CCN(C)CC3)ccc2c1
  -1% | u | -2%
(27) Cc1ccc(-c2noc(CNC(=O)c3ccc(C)c(Cl)c3)n2)cc1
  5% | u | -10%

(cont.)
Each structure is followed by: FEN1 inhibitor | DT40 TDP1 CPT | KAT2A inh
(31) O=C(C1COc2ccccc2O1)N1CCN(Cc2ccccc2)CC1 (stereo unspecified)
  3% | -13% | -20%
(32) COc1ccc(-n2c(SCc3ccccc3F)nc3c([nH]c4ccccc43)c2=O)cc1
  -10% | u | 6%
(33) COc1ccc(CN2C(=O)CCC2(C)C(=O)NC2CCCCC2)c(OC)c1 (stereo unspecified)
  -7% | 0% | -7%
(34) CN(C(=O)CN1CCN(c2ccc([N+](=O)[O-])cn2)CC1)c1ccccc1
  2% | -13% | 5%
(35) CCN(CC(=O)Nc1ccc(OC)c(OC)c1)CC(=O)Nc1ccccc1C(F)(F)F
  11% | u | -4%
(36) O=C(COC(=O)c1ccccc1OC(F)F)Nc1ccc2[nH]c(=O)[nH]c2c1
  -6% | 1% | -11%
(37) COc1ccc(Cl)cc1C(=O)Nc1cccc2ncccc12
  -1% | 1% | -10%
(38) Cc1cccc(N2C(=O)Cc3ccccc3C2=O)c1
  4% | u | -8%
(39) Cc1cc(C)n2c(SCc3cccs3)nnc2n1
  -4% | 0% | 0%
(40) CCOc1ccc(N2CC(C)Cn3c2nc2c3c(=O)n(CC(=O)O)c(=O)n2C)cc1 (stereo unspecified)
  -8% | -22% | -5%
(41) Cc1ccc(-n2c3c(cc(C(=O)N4CCN(C)CC4)c2=O)C(=O)CC(C)(C)C3)cc1
  -8% | 3% | -13%
(42) C#CCOCCOCCOCCNc1nc(N2CCOCC2)nc(N2CCN(C(=O)[C@H]([C@@H](C)CC)n3cc([C@@H](N)CC(C)C)nn3)CC2)n1
  -6% | u | -3%
(43) Cc1cc(C(=O)CSc2nnc(N)s2)c(C)n1C1CC1
  13% | 9% | -7%
(44) Cc1ccccc1Nc1c(-c2ccc(N3CCOCC3)cc2)nc2ccc(Br)cn12
  -20% | 12µM* | -10%
(45) CC(C(=O)OCC(=O)c1c(N)n(C)c(=O)n(C)c1=O)N1C(=O)c2ccccc2C1=O (stereo unspecified)
  -9% | 7% | -6%
(46) Cc1ccc(S(=O)(=O)N(Cc2ccccc2)c2ccccc2C(=O)NCc2ccco2)cc1
  5% | u | -12%
(47) Cc1[nH]c2ccc(F)cc2c(=O)c1SC(F)(F)C(F)C(F)(F)F (stereo unspecified)
  -7% | u | -7%
(48) O=C(CSc1nc(=O)[nH]c2c1CCC2)Nc1cc(C(F)(F)F)ccc1Cl
  -9% | u | -5%
(49) COc1ccc(N(Cc2ccccc2)S(=O)(=O)c2cccc(C(=O)NC3=NCCS3)c2)cc1
  -16% | -16% | -15%
(50) COCCOC1CCN(C(=O)C2CCC(=O)N(CCc3ccc(OC)cc3)C2)CC1 (stereo unspecified)
  -3% | -3% | -2%
(51) CCN(CC)CCN1C(=O)C(O)=C(C(=O)c2cc3cccc(OC)c3o2)C1c1cccs1 (stereo unspecified)
  -12% | 1% | 1%
(52) Cc1cc(C)nc(N2CCCC(C(=O)Nc3cccc(Cl)c3)C2)n1 (stereo unspecified)
  -1% | u | 1%
(53) COc1nc(NCc2ccco2)nc(NC2CCCCC2)n1
  -3% | u | 1%
(54) Cc1cccc(C(=O)NCCN(C)C)c1
  -1% | -9% | 0%
(55) O=C(CSc1cn(Cc2cccc(F)c2)c2ccccc12)NCc1ccc(F)cc1
  1% | -7% | -2%
(56) CN(C)S(=O)(=O)Oc1ccsc1C(=O)Nc1ccc(Cl)cc1
  -3% | -19% | -18%
(57) NC(=O)c1ccc(NC(=O)COC(=O)c2ccc(Br)o2)cc1
  -1% | -5% | -5%
(58) Clc1cc2nc3ccccn3c2cc1Cl
  -2% | -10% | -3%
(59) CCn1c(=O)c2sccc2n2c(CCCC(=O)Nc3ccc(Oc4ccccc4)cc3)nnc12
  5% | u | -16%
(60) CCCCCC(=O)NNC(=O)Nc1ccccc1
  -8% | -16% | 2%
(61) O=C(Cc1ccc(F)cc1)Nc1nnc2n1CCS2
  2% | -4% | 2%
(62) CCn1c(=O)c(C(=O)NNS(=O)(=O)c2ccc(NC(=O)OC)cc2)c(O)c2ccccc21
  12% | 2% | -7%
(63) O=C(NCC1CC1)c1ccccc1Cl
  -11% | -10% | 0%
(64) Cc1sc(N)nc1-c1ccccc1
  -6% | 7% | -1%
(65) O=C(OC(C(=O)NC1CCCC1)c1cccnc1)C1=Cc2ccccc2OC1 (stereo unspecified)
  -2% | 11% | -26%
(66) CCOP(=O)(OCC)C(O)c1cc(OC)c(OC)c(OC)c1 (stereo unspecified)
  0% | -5% | -4%
(67) COc1ccccc1N1CCN(C(=S)Nc2ccc(F)cc2)CC1
  -15% | 4% | -3%
(68) Cn1c(-c2ccccn2)[n+](C)c2ccccc21
  19% | -10% | 11%
(69) COc1ccc(C(=O)NC2CC2)cc1OC1CCN(Cc2ccc(F)cc2Cl)CC1
  -8% | u | x
(70) Cc1ccc(F)cc1NC(=O)COC(=O)COc1ccc(C#N)cc1
  -4% | -19% | -6%
(71) O=C(COC(=O)c1cccc(-n2cnnn2)c1)c1ccc(Br)cc1
  -2% | -2% | 1%
(72) COc1ccc(C(=O)N2CCC3(CCCN(CC(C)C)C3)CC2)cc1
  x | 13% | -1%
(73) CCC1CCC2(CC1)NC(=O)N(CC(=O)N1CCc3ccccc31)C2=O (stereo unspecified)
  1% | u | -3%
(74) C/C(=N\NC(=O)c1nnn(-c2nonc2N)c1-c1ccc(Cl)c(Cl)c1)c1ccncc1
  -4% | -6% | 0%
(75) Cc1cccc(CSCCNC(=O)COc2ccc(Cl)cc2)c1
  -18% | -25% | -4%

Reprinted at random: 7 records from the list, in no set order.
Each structure is followed by: FEN1 inhibitor | DT40 TDP1 CPT | KAT2A inh
(61) O=C(Cc1ccc(F)cc1)Nc1nnc2n1CCS2
  2% | -4% | 2%
(74) C/C(=N\NC(=O)c1nnn(-c2nonc2N)c1-c1ccc(Cl)c(Cl)c1)c1ccncc1
  -4% | -6% | 0%
(63) O=C(NCC1CC1)c1ccccc1Cl
  -11% | -10% | 0%
(69) COc1ccc(C(=O)NC2CC2)cc1OC1CCN(Cc2ccc(F)cc2Cl)CC1
  -8% | u | x
(66) CCOP(=O)(OCC)C(O)c1cc(OC)c(OC)c(OC)c1 (stereo unspecified)
  0% | -5% | -4%
(75) Cc1cccc(CSCCNC(=O)COc2ccc(Cl)cc2)c1
  -18% | -25% | -4%
(71) O=C(COC(=O)c1cccc(-n2cnnn2)c1)c1ccc(Br)cc1
  -2% | -2% | 1%

(listing goes on)
Each structure is followed by: FEN1 inhibitor | DT40 TDP1 CPT | KAT2A inh
(76) COc1ccccc1N1CCN(C(=O)c2ccc3c(c2)N(Cc2cc(C)ccc2C)C(=O)c2ccccc2S3(=O)=O)CC1
  -9% | -123% | -4%
(77) CCn1c2ccccc2c2cc(NC(=O)CSc3nnc(-c4cccc(F)c4)o3)ccc21
  -12% | 16µM* | 4%
(78) Cc1cc(C)c2nccc(/C=C/c3ccc(N(C)C)cc3)c2c1
  -16% | 11µM* | x
(79) O=C(Nc1cnc2ccccc2c1)N1CCCCC1
  4% | 3% | 3%
(80) Cc1c(O)c(CN2CCCC2)cc2c3c(c(=O)oc12)CCC3
  -11% | 0% | u
(81) O=C1NCCCC1C(=O)N/N=C/c1ccc([N+](=O)[O-])cc1 (stereo unspecified)
  19% | 5% | -13%
(82) NNC(=O)CCC(=O)Nc1ccccc1
  18% | 1% | 1%
(83) CN1CCN(c2ccc(S(=O)(=O)N3CCOCC3)cc2NC(=O)COc2ccc(F)cc2Cl)CC1
  4% | 26µM* | 0%
(84) Cc1cc(C=C2C(=O)c3ccccc3C2=O)c(C)n1-c1ccc(Cl)cc1
  -6% | -23% | -3%
(85) Cc1ccc(C)c(NC(=O)c2nc(-c3ccccc3)n(-c3ccccc3)n2)c1
  -22% | u | -8%

Not all compounds are listed, so the mix of outcomes need not match the whole.
